# Compound activity as filed in PubChem.
# Giardia kill: kills Giardia lamblia. Giardia lamblia trophozoite viability. activity change, % at 7.66 µM, hits read low. 340,000 tested, 0.15% active. AID 540267; in the data active means activity change below about -80%; inconclusive means between about -30% and that limit;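 further: parasites exposed to compound for two days anaerobically before the ATP read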
#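 Trophozoites 100 cells/well + cpd; 48 hrs, 37 deg C, anaerobic. ATPLite 1-Step added, 15-30 min RT, luminescence read (ATP-based viability).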
# Coupling enz: inhibits coupling enzyme system, counter-screen for aldolase hits. coupling enzyme system counterscreen, AmpLite Red fluorescence. activity change, negative = inhibition, % at 58.2 µM, hits read low. 290,000 tested, 0.67% active; in the data active means activity change below about -30%
#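 First, compound is pin-transferred into glyceraldehyde-3-phosphate coupling-enzyme reagent at 57.5 uM final and held 10 min at RT. Next, substrate, coupling system and AmpLite Red are added. After 20 min RT, fluorescence (525/598 nm) is read.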
# uPA generation: cell surface uPA generation inhibition | cell surface uPA generation assay, qHTS | Potency, µM (highest dose often 38.3 µM), inactives show at the highest dose activity change, negative = inhibition, hits mostly inhibitors | 330,000 tested, 0.31% active | AID 540303; active means well fitted inhibition curve with a large enough effect; inconclusive means small, poorly fitted or top-dose-only effect; inactive means no such curve, though single readings can be large or run the other way; tested in mouse RAW 264.7 cells; further: potency means the concentration at half of the fitted maximal effect; nearly all actives have a fitted effect of over 55% in size
# KCNH2 WT inh: inhibitors of human wildtype KCNH2 potassium channel; 340,000 tested, 0.37% active; Q12809; AID 720551; activity change, % at 1.84 µM; U2OS, BacMam KCNH2, thallium flux FluxOr; hits give low values;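 active means maximum activity change below -70%; inconclusive means maximum activity change between -70% and -50%; inactive means maximum activity change above -50%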
#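 U2OS cells were transduced with wild-type KCNH2 virus (2.03 x 10^8 / mL) for 4 h at room temperature, then cultured overnight at 37 C. Thallium flux was read with FluxOr dye. Rate constants were normalized to DMSO controls.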
# B2AR arrestin: recruits beta-arrestin to the human beta2-adrenergic receptor; P07550; 330,000 tested, 0.02% active; beta-arrestin recruitment to beta2AR, cell-based reporter; Potency, µM (top dose mostly 46.1 µM), for inactives: at the highest dose activation, most hits filed as activators;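 further: potency means the concentration at half of the fitted maximal effect; 0% = DMSO controls and full agonism = EC100 isoproterenol or metaproterenol; nearly all actives have a fitted effect of over 65% in size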
# PKM2 activator: increases activity of human pyruvate kinase M2 | P14618 | purified PKM2, Kinase-Glo ATP luminescence, activation; response scale: 0% is enzyme alone, no compound | Potency, µM (highest dose often 57.5 µM), for the others: at the highest dose activation, hits mostly activators | 260,000 tested, 0.34% active | AID 1631; further: potency means the concentration at half of the fitted maximal effect; nearly all actives have a fitted effect of over 55% in size
# Target sequence (P14618 whole entry, looked up): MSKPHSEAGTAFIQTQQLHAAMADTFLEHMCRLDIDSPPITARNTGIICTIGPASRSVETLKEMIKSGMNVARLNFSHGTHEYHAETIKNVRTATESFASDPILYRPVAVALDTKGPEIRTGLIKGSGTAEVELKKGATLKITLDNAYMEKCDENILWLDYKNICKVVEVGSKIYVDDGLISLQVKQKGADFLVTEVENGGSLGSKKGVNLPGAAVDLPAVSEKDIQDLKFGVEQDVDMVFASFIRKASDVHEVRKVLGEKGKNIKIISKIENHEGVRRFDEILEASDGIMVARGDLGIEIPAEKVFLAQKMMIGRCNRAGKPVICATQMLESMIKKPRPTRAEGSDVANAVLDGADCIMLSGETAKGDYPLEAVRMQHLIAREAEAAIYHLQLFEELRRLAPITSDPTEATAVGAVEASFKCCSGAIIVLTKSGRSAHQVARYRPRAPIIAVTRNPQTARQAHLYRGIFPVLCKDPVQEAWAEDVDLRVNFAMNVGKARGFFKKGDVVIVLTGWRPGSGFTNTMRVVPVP
#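 hPK-M2, >95% pure; 0.1 mM ADP / 0.5 mM PEP final; imidazole pH7.2 buffer w/ 7 mM MgCl2, 50 mM KCl; 1 h RT; Kinase-Glo lum. Intermediate enzyme activity for dual inhibitor/activator qHTS.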
# USP2a inh: inhibitors of human ubiquitin-specific protease USP2a; O75604; USP2 core, Ub-CHOP2 coupled fluorogenic reporter, 485/531; Potency, µM (series often up to 38.3 µM), inactives show at the top dose activity change, negative = inhibition, actives largely listed as inhibitors; 330,000 tested, 0.01% active; AID 463254;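 further: potency means the concentration at half of the fitted maximal effect; plate controls were DMSO wells for no effect and full inhibition by NEM control for full effect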
#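 USP2 core (10nM final) preincubated 30min RT with compound in 20mM Tris-HCl pH 8.0, 2mM CaCl2, 2mM beta-mercaptoethanol, 0.05% CHAPS; 25nM Ub-CHOP2 plus 25nM reporter substrate added, fluorescence (Ex485/Em531) read after 60min.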
# Eya2 phos inh: inhibitors of human Eya2 phosphatase activity; O00167; recombinant Eya2, OMFP fluorescence dephosphorylation (OMFP is methylfluorescein phosphate); Potency, µM (series often up to 76.9 µM), without a hit: top-dose activity, negative = inhibition, actives largely listed as inhibitors; 330,000 tested, 0.006% active; AID 488837; further: potency means the concentration at half of the fitted maximal effect
# Target sequence (O00167 whole entry, looked up): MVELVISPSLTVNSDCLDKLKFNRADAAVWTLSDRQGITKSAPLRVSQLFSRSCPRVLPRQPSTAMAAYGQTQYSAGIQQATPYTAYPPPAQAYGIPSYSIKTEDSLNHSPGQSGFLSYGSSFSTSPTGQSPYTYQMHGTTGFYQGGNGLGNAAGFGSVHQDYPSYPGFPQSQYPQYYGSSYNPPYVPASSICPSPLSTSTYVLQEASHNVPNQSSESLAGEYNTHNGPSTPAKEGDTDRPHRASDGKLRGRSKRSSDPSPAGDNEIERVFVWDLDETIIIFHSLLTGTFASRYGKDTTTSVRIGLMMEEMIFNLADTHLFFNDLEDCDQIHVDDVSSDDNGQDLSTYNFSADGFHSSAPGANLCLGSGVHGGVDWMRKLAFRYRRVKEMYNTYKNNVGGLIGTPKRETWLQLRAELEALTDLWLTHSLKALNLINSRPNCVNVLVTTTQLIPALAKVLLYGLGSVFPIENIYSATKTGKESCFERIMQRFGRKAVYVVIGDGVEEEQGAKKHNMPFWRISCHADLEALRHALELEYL
#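 Eya2 protein (added as 0.2 uM solution) was preincubated with compound for 10 min at ambient temperature in 50 mM HEPES pH 7.5, 50 mM NaCl, 5 uM MgCl2, 0.05% BSA, 1 mM DTT. OMFP (added at 50 uM) then reacted 10 min; fluorescence read at 485/525 nm.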
# KCNH2 3.1 inh: KCNH2 3.1 (human) potassium channel inhibition; AID 720553; 340,000 tested, 0.95% active; U2OS KCNH2 3.1, thallium flux FluxOr; hits give low values; activity change, % (tested at about 1.8 µM);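 active means maximum activity change below -70%; inconclusive means maximum activity change from -70% to -50%; inactive means maximum activity change above -50%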;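 further: thallium influx rate constant from kinetic fluorescence after stimulation buffer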
#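 U2OS cells transduced with KCNH2 3.1 mutant virus (1.77 x 10^8 /mL, 4 h), plated overnight at 37 C, loaded 45 min with FluxOr dye plus Red40 quencher. Thallium flux rate constant from kinetic reads after stimulation buffer, normalised to controls.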
# BCR signal inh: blocks chronic active B-cell receptor signaling. Potency, µM (highest dose often 46.1 µM), for inactives: top-dose ratio change, negative = lower green/red ratio, most hits filed as inhibitors. 340,000 tested, 0.05% active. ABC-DLBCL IkBa-CBG/CBR reporter, luminescence ratio, 4 h; active means well fitted inhibition curve with a large enough effect in the signal ratio, with a control signal flat, not every such curve was filed as active; inconclusive means small, poorly fitted or top-dose-only effect, or effect the other way, or a change in a side signal; the % refers to the signal ratio;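 further: potency means the concentration at half of the fitted maximal effect; plate controls were basal doxycycline-induced cells for no effect and cells given 10 µM MG132 for full effect; MG132 reads +100%, hits lower the ratio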
#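 TMD8 ABC-DLBCL cells carrying doxycycline-inducible green luciferase fused to IkappaBalpha plus unfused red luciferase were exposed to compounds (up to 46 uM) for 4 hrs at 37C. Activity came from the overlap-corrected green/red luminescence ratio.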
# GALK inh: blocks human galactokinase activity. P51570. Purified GALK, Kinase-Glo residual ATP luminescence. Potency, µM (titrated, usually from 57.5 µM), for inactives: top-dose activity change, negative = inhibition, most hits filed as inhibitors. 270,000 tested, 0.007% active; further: potency means the concentration at half of the fitted maximal effect
#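 Luminescence from leftover ATP (Ultra-Glo luciferase/luciferin) served as read-out after a 1 h room-temperature reaction of 5 nM GALK with 35 uM ATP and 100 uM galactose.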
# * hit, by the source's call; u = inconclusive; x = no result given; & = joins results of further samples; [ ] = remark or other dose. Unless noted, the call rests on the fitted dose curve; in most records, active means well fitted curve in the direction sought with a large enough effect; inconclusive means small, poorly fitted or top-dose-only effect, or another doubt; inactive means no such curve, though single readings can be large; an effect the other way counts as inactive or inconclusive. Unless noted, on the % scale 0 is the no-effect control and ±100 the full control effect. Compounds as they come; about 2.4% have a hit in one of these screens.
SMILES,Giardia kill,Coupling enz,uPA generation,KCNH2 WT inh,B2AR arrestin,PKM2 activator,USP2a inh,Eya2 phos inh,KCNH2 3.1 inh,BCR signal inh,GALK inh
Cn1c(/C=C/c2ccc(Cl)cc2)c([N+](=O)[O-])c(=O)n(C)c1=O,-14.4,0.2,5.62µM*,0.3,-0.2%,x,-1.8%,-10.3%,12.6,u,-4.7%
COC(=O)C1=CN(Cc2ccc(F)cc2)C=C(C(=O)OC)C1c1cc(OC)c(OC)c(OC)c1,-17.8,-3.7,0.6%,0.6,-0.1%,3.4%,1.5%,10.1%,14.4,-14.3%,-0.7%
Nc1cc(=O)[nH]c(SCC(=O)NC2CCCc3ccccc32)n1 (stereo not given),11.0,2.1,-15.3%,-1.5,-1.0%,-5.0%,5.3%,2.5%,1.0,-0.6%,1.3%
CC1=NN(c2nc(-c3ccc(C)cc3)cs2)C(=O)C1N=Nc1cccc(C)c1 (stereo not given),5.4,1.9,-0.7%,4.3,-0.8%,0.7%,3.0%,5.7%,-1.5,-0.8%,2.1%
COC(=O)Cn1c(CCS(=O)(=O)c2ccc(C)cc2)nc2ccccc21,-10.4&20.9,3.6,-8.5%,-4.3,0.0%,-9.8%,2.4%,-27.8%,12.8,6.6%,-1.3%
N/C(=N\c1nc2ccccc2o1)NC(=O)c1cccc(Br)c1,12.1,3.7,6.4%,7.0,-0.2%,u,-3.1%,5.5%,28.1,1.7%,x
CSc1ccc(S(=O)(=O)NC2CCCCCC2)cc1,-8.8,3.5,-3.1%,6.7,0.3%,12.2%,-0.9%,-0.3%,-1.0,3.0%,-1.7%
Cc1ccc(S(=O)(=O)N2CCOC2CNC(=O)C(=O)NCc2ccccc2)cc1 (stereo not given),-6.9,x,9.8%,13.3,0.4%,-3.9%,-0.4%,2.9%,11.4,-1.1%,-4.1%
Cc1ccc(-n2ncc3c(NCc4ccc5c(c4)OCO5)ncnc32)c(C)c1,7.1,-6.4,x,3.4,-0.1%,-6.7%,-1.5%,-15.4%,-4.9,u,-0.6%
COc1ccc(S(=O)(=O)n2nc(C)cc2C)cc1OC,-1.1,1.2,-35.1%,1.6,0.6%,9.6%,0.3%,3.8%,-2.4,-2.5%,-0.1%
O=C(Nc1ccc(F)cc1F)NC1CC1,1.0,0.2,-3.3%,16.6,-0.9%,-22.2%,-1.8%,-5.3%,7.2,0.9%,-0.1%
COc1ccc(OC)c(C2=NNC(=NCc3ccc4c(c3)OCO4)SC2)c1,4.5,-0.3,0.5%,-1.3,-1.5%,0.0%,2.2%,-8.4%,5.7,-10.4%,0.4%
COCc1c(C(=O)OC)nnn1-c1ccccc1,-1.3,3.8,0.9%,4.3,2.0%,-1.1%,2.7%,4.3%,11.1,-8.3%,-1.1%
CCOC(=O)C(=CNc1cccc(C)c1C)C(=O)OCC,31.9[activator],0.2,10.7%,12.2,-0.6%,0.8%,-1.8%,-2.3%,-14.3,-2.1%,0.2%
O=C(CCCN1C(=O)/C(=C\c2cccs2)SC1=S)Nc1ccc(O)cc1,-6.5,-0.3,-10.9%,2.9,-0.6%,x,1.3%,-6.8%,-21.5,u,1.7%
COn1c(-c2ccccc2)nc2ncccc21,8.3,0.1,4.6%,26.4,0.5%,x,3.7%,-0.7%,10.1,1.9%,x
Cc1ccc(NC(=O)c2cc(-c3cccc(O)c3)on2)cc1C,6.5,0.1,-16.4%,-13.4,0.5%,0.2%,-4.0%,-24.9%,3.5,-13.0%,-0.8%
CC1Cc2cc(/C(O)=C3\C(=O)C(=O)N(Cc4cccnc4)C3c3ccccc3F)ccc2O1 (stereo not given),-2.6,15.4,5.5%,2.9,-0.8%,1.5%,1.3%,-3.9%,11.8,4.5%,11.1%
COc1ccccc1N1CCN(S(=O)(=O)c2ccc(Cl)cc2)CC1,4.2,-1.6,3.1%,-10.9,-0.9%,x,2.4%,-4.3%,-24.1,u,-3.8%
O=C(CN1CCC(NC(=O)c2ccco2)CC1)Nc1ccccc1[N+](=O)[O-],x,-2.5,x,x,-0.6%,4.2%,1.3%,9.6%,x,-23.3%,2.1%
C/[N+]([O-])=C\C1C(=O)CC(C)(C)CC1=O,0.2,2.8,-2.6%,0.0,0.4%,2.5%,8.1%,7.7%,7.6,u,-0.1%
CCOC(=O)c1c(NC(=O)Cn2cnc([N+](=O)[O-])n2)sc(C)c1C,-19.2,6.2,-1.7%,2.6,-0.1%,0.0%,2.0%,-9.4%,-4.8,u,-1.9%
Cc1nc(C(F)(F)F)c(C(=O)O)cc1-c1nc(-c2ccccc2)cs1,-11.2,11.3,5.1%,0.1,0.0%,x,-8.2%,2.9%,1.7,0.0%,2.7%
Cc1nnc(SCc2nc3ccccc3s2)n1N,2.5,0.3,1.2%,-4.4,0.0%,-0.9%,-1.9%,12.3%,-3.7,u,-1.7%
Nc1c(C=C2C=CC(=O)C=C2)c(=O)nc2sc(CC(=O)N3CCCCC3)nn12,-19.0,x,-17.7%,-32.4,0.4%,x,-0.1%,-1.3%,8.7,6.1%,-3.3%

# 2 of these compounds, set out differently:
Cc1ccc(NC(=O)c2cc(-c3cccc(O)c3)on2)cc1C
  Giardia kill: 6.5
  Coupling enz: 0.1
  uPA generation: -16.4%
  KCNH2 WT inh: -13.4
  B2AR arrestin: 0.5%
  PKM2 activator: 0.2%
  USP2a inh: -4.0%
  Eya2 phos inh: -24.9%
  KCNH2 3.1 inh: 3.5
  BCR signal inh: -13.0%
  GALK inh: -0.8%

Cc1nc(C(F)(F)F)c(C(=O)O)cc1-c1nc(-c2ccccc2)cs1
  Giardia kill: -11.2
  Coupling enz: 11.3
  uPA generation: 5.1%
  KCNH2 WT inh: 0.1
  B2AR arrestin: 0.0%
  PKM2 activator: x
  USP2a inh: -8.2%
  Eya2 phos inh: 2.9%
  KCNH2 3.1 inh: 1.7
  BCR signal inh: 0.0%
  GALK inh: 2.7%

# Continued.
SMILES,Giardia kill,Coupling enz,uPA generation,KCNH2 WT inh,B2AR arrestin,PKM2 activator,USP2a inh,Eya2 phos inh,KCNH2 3.1 inh,BCR signal inh,GALK inh
O=C(COC(=O)c1cccnc1Cl)NC(=O)NC1CCCCC1,8.7,x,-1.2%,-1.9,-0.2%,x,-1.3%,3.6%,1.1,u,x
Cc1cccc(NC(=O)Nc2ccc(Br)cc2)n1,1.0,-0.5,3.2%,-14.3,-1.1%,x,-0.8%,3.9%,-8.3,4.1%,0.7%
CC1CCN(C(=O)C(Cc2ccccc2)NS(=O)(=O)c2ccc3c(c2)oc(=O)n3C)CC1 (stereo not given),1.5,1.8,-3.6%,8.1,-0.1%,-11.4%,1.1%,20.1%,-9.4,3.6%,0.4%
COC(=O)Cc1cc(=O)n2[nH]cnc2n1,-13.8,2.8,0.4%,1.5,3.5%,-4.9%,8.4%,-8.4%,4.9,4.4%,1.0%
COc1cc(/C=N/N=C(N)N)ccc1OCc1ccc(Cl)cc1,1.4,-1.4,u,13.4,0.1%,-0.6%,0.8%,6.1%,-47.3,-0.9%,-0.9%
CCOC(=O)/C=C/[C@H]1CCc2cccc(Cl)c2O1,u,x,-10.4%,-7.0,2.9%,x,1.0%,7.4%,-5.5,-13.8%,x
FC(F)(F)c1cccnc1-n1cncn1,-10.8,2.2,14.6%,-4.4,0.0%,-3.1%,4.6%,8.0%,-9.9,0.6%,-1.6%
O=S(=O)(CCc1ccncc1)c1ccc(Cl)cc1,-12.1,-0.7,0.9%,15.3,0.0%,x,-0.6%,-7.3%,-1.0,1.9%,-1.1%
O=C(CCc1nc2ccccc2c(=O)[nH]1)OCc1nnc(-c2ccccc2)o1,-4.6,0.3,4.6%,-3.0,-0.1%,-16.1%,-5.8%,-8.8%[15.4 µM],-19.1,-1.4%,1.1%
CC1(C)N([O-])C(c2ccccc2)=C[N+](=O)C1(C)C,-3.4,-1.9,2.7%,-3.5,-0.1%,-14.4%,-3.9%,-9.0%,-0.9,1.4%,6.7%
CSCc1ccc(C(=O)NCc2ccc(C)cc2)cc1,1.9,0.1,-0.4%,-4.7,0.0%,2.1%,0.0%,-1.3%,-7.2,-3.8%,2.4%
N/C(=N\NS(=O)(=O)c1ccccc1C(F)(F)F)c1ccccn1,-1.7,5.4,11.3%,7.2,-0.5%,-6.2%,2.9%,14.8%,18.2,-8.0%,0.7%
CCc1nnc(NC(=O)c2ccc(-c3cccc(C(F)(F)F)c3)o2)s1,-9.9,3.0,0.3%,-1.2,-0.2%,-14.7%,-0.8%,1.5%,-0.6,4.7%,0.1%
Cn1cnnc1SCC(=O)Nc1ccc(Br)cc1F,-3.5,-2.0,x,4.4,0.2%,-4.1%,1.2%,-11.9%,9.6,-3.3%,0.4%
